SENP7 block: SENP7 protease inhibitors, primary screen, biochemical, luminescence, uHTS; Sentrin-specific protease 7 (Homo sapiens), Q9BQF6; recombinant SENP7, Z-RLRGG-aminoluciferin luminescence, 40 min; inhibition, % at 5 µM; AID 434973, 2010; actives 1.5% (n = 330,000);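 active = inhibition above about 50% at the single test dose, limit read from the data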;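 also: plate controls were DMSO with enzyme for no effect and no enzyme buffer wells for full effect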
Target sequence (Q9BQF6 706-1050 limits assumed): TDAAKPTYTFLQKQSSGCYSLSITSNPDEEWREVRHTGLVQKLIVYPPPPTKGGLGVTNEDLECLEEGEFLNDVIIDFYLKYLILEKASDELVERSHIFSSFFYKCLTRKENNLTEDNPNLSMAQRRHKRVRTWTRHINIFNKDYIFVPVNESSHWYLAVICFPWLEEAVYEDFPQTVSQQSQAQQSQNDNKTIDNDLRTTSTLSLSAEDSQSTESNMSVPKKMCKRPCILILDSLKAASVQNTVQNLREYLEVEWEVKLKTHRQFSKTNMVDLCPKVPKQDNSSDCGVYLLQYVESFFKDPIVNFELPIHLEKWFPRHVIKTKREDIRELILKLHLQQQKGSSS
MPTP block: mitochondrial permeability transition pore inhibitors, primary screen, biochemical, isolated mouse mitochondria, absorbance; actives 1.4% (n = 360,000); Ca2+ swelling absorbance, 30 min; AID 602449, 2012; inhibition, % at 10 µM;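 active = inhibition of 50% or more, scaled per plate between neutral and stimulator controls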;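 also: 0% = DMSO wells given calcium and 100% = 1 mM EGTA wells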
SENP6 block: SENP6 protease inhibitors, primary screen, biochemical, luminescence, uHTS. Sentrin-specific protease 6 (Homo sapiens), Q9GZR1. Recombinant SENP6 catalytic domain, aminoluciferin luminescence. inhibition, % at 10 µM. actives 1.8% (n = 330,000). AID 2599, 2010;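 active = inhibition above about 50% at the single tested dose, limit read from the data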;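 also: plate controls were DMSO wells with enzyme for no effect and DMSO wells lacking enzyme for full effect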
Target sequence (Q9GZR1 628-1112 limits assumed): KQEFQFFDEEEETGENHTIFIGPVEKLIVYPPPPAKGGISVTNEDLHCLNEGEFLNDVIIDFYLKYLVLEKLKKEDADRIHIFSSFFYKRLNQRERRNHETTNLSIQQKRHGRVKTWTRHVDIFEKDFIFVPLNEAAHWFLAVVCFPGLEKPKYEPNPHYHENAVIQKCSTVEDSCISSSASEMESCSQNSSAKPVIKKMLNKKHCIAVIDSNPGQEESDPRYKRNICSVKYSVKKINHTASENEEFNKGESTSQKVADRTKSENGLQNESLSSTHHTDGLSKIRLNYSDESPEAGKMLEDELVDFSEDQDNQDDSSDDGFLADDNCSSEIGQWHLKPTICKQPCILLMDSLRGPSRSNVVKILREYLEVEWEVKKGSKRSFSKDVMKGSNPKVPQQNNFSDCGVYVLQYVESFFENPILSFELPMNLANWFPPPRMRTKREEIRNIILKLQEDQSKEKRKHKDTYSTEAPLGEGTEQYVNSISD
PfGluPho inh: PfG6PD enzyme inhibitors, primary screen, biochemical, fluorescence intensity, uHTS; AID 504690, 2011; actives 0.78% (n = 350,000); PfGluPho enzyme, NADPH resazurin-diaphorase fluorescence; glucose-6-phosphate dehydrogenase-6-phosphogluconolactonase (Plasmodium falciparum 3D7); inhibition, % at 20 µM;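 active = inhibition reaching at least a set limit at 20 µM in the primary screen, cut at about 59% in these data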;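 also: 0% = DMSO wells with substrate and 100% = DMSO wells lacking glucose-6-phosphate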
HKDC1 inh: HKDC1 hexokinase inhibitors, primary screen, biochemical, fluorescence, uHTS | Q2TB90 | recombinant HKDC1, G6PDH/diaphorase resazurin coupled fluorescence | inhibition, % at 20 µM | actives 0.16% (n = 340,000);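 active = inhibition above about 35% when tested at 20 µM, limit read from the data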;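 also: plate controls were DMSO wells with enzyme for no effect and DMSO wells lacking enzyme for full effect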
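Test system: HK5 enzyme. Quantity: 5 µg/mL HK5 final. Reagent: glucose and ATP substrates. Schedule: 90 min reaction incubation at room temperature, dark. Technique: resazurin-to-resorufin fluorescence via G6PDH and diaphorase coupling, 525/613 nm. Control set: DMSO wells with and without enzyme mix.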
GRIN3A LBD mod: binders of NR3A ligand-binding domain, primary screen, biophysical, differential scanning fluorimetry, uHTS. Glutamate receptor ionotropic, NMDA 3A (GRIN3A) ligand-binding domain. Tm shift relative to glycine control, % at 25 µM. actives 2.5% (n = 340,000). NR3A LBD differential scanning fluorimetry, Tm shift; 0% = protein alone, 100% = glycine-bound protein;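 active = melting temperature shift of at least 10% of the positive control shift, at one fixed dose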
ATG4B inh: ATG4B protease inhibitors, primary screen, biochemical, fluorescence, uHTS | Cysteine protease ATG4B (Homo sapiens), Q9Y4P1 | ATG4B cleavage of LC3-PLA2, NBD-HPC fluorescence, 1 h | inhibition, % at 8.33 µM | actives 0.51% (n = 340,000) | AID 504462, 2011; in the data active = inhibition above about 40%
SENP8 block: human SENP8 protease inhibitors, primary screen, biochemical, fluorescence, Nedd8 protein substrate, uHTS | actives 0.64% (n = 360,000) | recombinant SENP8 | inhibition, % at 20 µM; in the data active = inhibition mostly above about 40%, no sharp cut-off; inactive = mostly below about 27%
Target sequence (Q96LD8 whole entry, looked up): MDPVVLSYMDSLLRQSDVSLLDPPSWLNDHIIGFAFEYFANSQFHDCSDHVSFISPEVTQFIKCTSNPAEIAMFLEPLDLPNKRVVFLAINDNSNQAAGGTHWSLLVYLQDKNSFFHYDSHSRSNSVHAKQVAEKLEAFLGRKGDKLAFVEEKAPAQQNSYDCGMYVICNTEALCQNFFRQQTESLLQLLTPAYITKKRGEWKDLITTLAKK
Active calls of the source: *; . = not tested or not shown. Compounds were not picked by outcome; any-hit rate near 6.9%.

SMILES	SENP7 block	MPTP block	SENP6 block	PfGluPho inh	HKDC1 inh	GRIN3A LBD mod	ATG4B inh	SENP8 block
Cc1nc2ccc(C(=O)N3CCCC(CO)(Cc4ccc(F)cc4F)C3)cc2nc1C (stereo unspecified)	-21.9	0.4	-1.0	-18.5	5.4	-0.1	14.8	8.1
COc1ccc(OC)c(NC(=O)COC(=O)c2ccc(OC)c(S(=O)(=O)N3CCCC3)c2)c1	-4.8	-0.6	4.4	2.9	-7.1	3.8	-19.4	18.1
COc1ccc(OC)c(/C=N/NC(=O)c2cc3c(OC)cccc3[nH]2)c1	2.5	3.8	-25.2	15.7	1.5	6.0	-22.3	-449.3
Cc1cccnc1NC(=O)CCn1c(=O)oc2ccccc21	-1.6	0.6	-8.6	-13.0	3.3	0.1	1.3	6.0
COc1ccc(C)cc1Nc1cc(C)nc2nc(C)nn12	2.9	-0.9	-7.4	2.3	-0.9	-2.8	-0.8	6.7
COc1ccc(/C=C2\SC(=O)N(CCC(=O)Nc3ccccc3)C2=O)cc1OC	0.5	-0.5	4.6	-19.0	-6.9	1.6	-7.6	-122.5
O=C(NCCc1ccccc1Cl)C1CC(=O)N(C2CCCCC2)C1 (stereo unspecified)	0.6	-0.2	3.9	2.7	0.6	-2.4	1.0	3.9
CC(CO)NS(=O)(=O)c1ccc(Br)cc1F (stereo unspecified)	.	0.9	.	-6.0	-4.9	4.5	-8.0	13.6
CC(=O)c1ccc(C(=O)NC2CCCN(Cc3ccccc3F)C2)cc1 (stereo unspecified)	-9.8	-1.6	13.4	-14.6	1.7	2.7	-3.9	18.5
CCc1cccc(C)c1NC(=O)CO/N=C(\C)c1cc2ccccc2o1	1.8	3.4	-17.3	-9.5	4.5	0.9	3.6	13.5
CS(=O)(=O)c1nc(S(=O)(=O)c2ccc(Cl)cc2)c(NCCN2CCOCC2)s1	-5.3	1.7	2.8	1.6	-3.1	0.5	-8.5	14.9
CC(=O)c1cccc(Nc2nc(-c3ccccc3)cs2)c1	34.6	0.2	-35.7	10.3	-1.3	31.9*	-8.3	8.7
Cc1c(C)n2c(SCC(=O)NC3CCCCC3)nnc2[nH]c1=O	3.2	-3.0	-0.7	9.8	-5.2	3.2	-10.0	-2.3
COc1cc(/C=C/C(=O)OCC(=O)Nc2cc(C(F)(F)F)ccc2N2CCOCC2)ccc1O	5.5	4.1	-14.0	5.1	-7.7	-2.6	-13.5	-200.6
CCc1ccc(CN(C)C(=O)c2cc(COc3ccc(OC)cc3Cl)on2)nc1	-2.1	-3.1	0.7	0.9	-1.6	3.2	5.0	-4.1
CCS(=O)(=O)N1CCN(C(=O)c2cccc3ccccc23)CC1	0.2	4.5	-0.9	-16.0	-3.4	-1.0	-0.6	8.5
CCOc1ccccc1N=NC1C(=O)N(C(N)=S)N=C1C (stereo unspecified)	8.1	0.3	14.8	-12.2	-1.7	-1.1	0.5	32.6
CCOC(=O)c1[nH]ncc1CN1CCc2ccc(NC(=O)C3CCCO3)cc2C1 (stereo unspecified)	-1.0	1.6	-7.5	-1.8	-2.5	-0.3	5.0	-9.5
COc1ccccc1Oc1ccc(N2CC(C(=O)OCC(=O)c3ccccc3)CC2=O)cc1 (stereo unspecified)	11.8	-1.6	5.1	-9.7	-3.2	1.1	6.5	5.3
O=C(COC(=O)c1cccs1)c1ccccc1	82.7*	-0.9	89.6*	5.2	-6.2	-0.1	6.3	27.5
Cn1c(SCC(=O)NC2CC2)nnc1-c1ccc(Cl)cc1	1.0	0.7	-22.8	-17.0	-5.6	0.6	0.5	6.0
COc1cc(C(O)P(=O)(OCC(C)C)c2ccc(N(C)C)cc2)cc(OC)c1OC (stereo unspecified)	-1.9	0.9	-25.2	6.3	-7.6	-0.1	-4.5	9.8
COc1ccc(NC(=O)CSc2nncn2C)cc1	-1.7	-0.6	-7.7	-12.9	2.2	-2.0	9.8	18.2
CC(C)N(Cc1nc(-c2ccccc2)no1)C(=O)c1ccc([N+](=O)[O-])cc1	3.3	1.9	-10.9	-9.6	9.7	-0.7	-4.2	1.2
CCOC(=O)N1CCN(c2c(NCCCN(CC)CC)c(=O)c2=O)CC1	6.0	1.5	-3.9	-3.0	-11.3	-1.9	-7.0	28.2
CC(C)(O)C#Cc1ccc(CN2CCN(C3CCCCC3)C(CCO)C2)s1 (stereo unspecified)	4.3	3.0	-11.3	-1.0	-13.4	-2.7	-11.3	8.0
O=C1C(=O)N(Cc2cccnc2)C(c2cccc(F)c2)/C1=C(/O)c1ccc2c(c1)OCO2 (stereo unspecified)	10.4	0.3	1.8	-27.8	1.4	-1.1	1.9	0.8
CCCCNS(=O)(=O)c1ccc(OC)c(C)c1	1.8	-3.8	-3.3	-2.3	-4.4	-14.4	-0.1	23.7
COc1ccccc1-n1cnnc1SCC(=O)Nc1ccccc1	9.0	-1.6	-13.1	-6.7	-4.2	-1.0	-12.3	20.8
Cc1cccc(C)c1OCc1cc(C(=O)NCC2COCCO2)no1 (stereo unspecified)	5.6	0.8	3.0	-4.0	3.0	-0.3	3.2	16.7
O=C(N/N=C/c1ccc(O)c(O)c1)c1ccc(-n2cnnn2)cc1	3.0	0.3	-10.9	14.7	6.8	-4.0	-9.3	-19.6
COc1ccc(CCNS(=O)(=O)c2ccc(N3CCCC3=O)cc2)cc1	-10.3	0.0	-7.6	1.7	-6.6	1.3	-11.6	21.3
Cc1cc(OC(=O)c2ccc3ccccc3c2)c([N+](=O)[O-])c(=O)[nH]1	-2.7	1.4	-11.9	7.3	-5.5	1.3	-4.4	6.1
C=CCOc1ccc(CN(C)C(=O)CN2C(=O)c3ccccc3C2=O)cc1	-0.8	1.8	-8.7	3.0	-4.4	2.8	-9.5	-2.9
Cc1cc(C)c2c(=O)[nH]c(SCC(=O)N3CCOCC3)nc2n1	6.9	-1.2	-4.1	16.1	-0.6	1.7	-5.8	-95.9
CCOc1ccc(NC(=O)CCC(=O)NNS(=O)(=O)c2ccccc2[N+](=O)[O-])cc1	3.2	-1.8	3.2	-11.9	-5.7	-2.0	1.2	10.8
ClC(Br)=C(n1cnc2ccccc21)n1cnc2ccccc21	1.3	2.1	0.1	19.2	-4.9	0.7	2.8	20.0
O=C1C(O)CCN1Cc1ccccc1 (stereo unspecified)	.	-1.1	.	-9.4	-5.9	-7.3	-1.4	10.8
COc1ccc(N2CCN(C(=O)c3nc4nc(C)cc(C)n4n3)CC2)cc1	3.0	0.2	1.0	-13.2	-7.4	-2.0	5.8	0.3
Cc1ccc(S(=O)(=O)N2CCOCC2)cc1NC(=O)COC(=O)Cc1cccs1	-8.9	-0.2	-13.0	-13.2	-5.3	1.9	-3.4	-39.2

13 compounds already listed, sorted by count of non-hydrogen atoms, largest number first.
SMILES	SENP7 block	MPTP block	SENP6 block	PfGluPho inh	HKDC1 inh	GRIN3A LBD mod	ATG4B inh	SENP8 block
O=C1C(=O)N(Cc2cccnc2)C(c2cccc(F)c2)/C1=C(/O)c1ccc2c(c1)OCO2 (stereo unspecified)	10.4	0.3	1.8	-27.8	1.4	-1.1	1.9	0.8
COc1cc(C(O)P(=O)(OCC(C)C)c2ccc(N(C)C)cc2)cc(OC)c1OC (stereo unspecified)	-1.9	0.9	-25.2	6.3	-7.6	-0.1	-4.5	9.8
Cc1ccc(S(=O)(=O)N2CCOCC2)cc1NC(=O)COC(=O)Cc1cccs1	-8.9	-0.2	-13.0	-13.2	-5.3	1.9	-3.4	-39.2
COc1ccc(N2CCN(C(=O)c3nc4nc(C)cc(C)n4n3)CC2)cc1	3.0	0.2	1.0	-13.2	-7.4	-2.0	5.8	0.3
COc1ccc(CCNS(=O)(=O)c2ccc(N3CCCC3=O)cc2)cc1	-10.3	0.0	-7.6	1.7	-6.6	1.3	-11.6	21.3
Cc1cccc(C)c1OCc1cc(C(=O)NCC2COCCO2)no1 (stereo unspecified)	5.6	0.8	3.0	-4.0	3.0	-0.3	3.2	16.7
Cc1cc(OC(=O)c2ccc3ccccc3c2)c([N+](=O)[O-])c(=O)[nH]1	-2.7	1.4	-11.9	7.3	-5.5	1.3	-4.4	6.1
Cc1cc(C)c2c(=O)[nH]c(SCC(=O)N3CCOCC3)nc2n1	6.9	-1.2	-4.1	16.1	-0.6	1.7	-5.8	-95.9
ClC(Br)=C(n1cnc2ccccc21)n1cnc2ccccc21	1.3	2.1	0.1	19.2	-4.9	0.7	2.8	20.0
Cn1c(SCC(=O)NC2CC2)nnc1-c1ccc(Cl)cc1	1.0	0.7	-22.8	-17.0	-5.6	0.6	0.5	6.0
COc1ccc(NC(=O)CSc2nncn2C)cc1	-1.7	-0.6	-7.7	-12.9	2.2	-2.0	9.8	18.2
CCCCNS(=O)(=O)c1ccc(OC)c(C)c1	1.8	-3.8	-3.3	-2.3	-4.4	-14.4	-0.1	23.7
O=C1C(O)CCN1Cc1ccccc1 (stereo unspecified)	.	-1.1	.	-9.4	-5.9	-7.3	-1.4	10.8

Continuation:
SMILES	SENP7 block	MPTP block	SENP6 block	PfGluPho inh	HKDC1 inh	GRIN3A LBD mod	ATG4B inh	SENP8 block
O=C1CCCC2=C1C(c1ccccc1)CC(=O)N2c1ccc(F)cc1F (stereo unspecified)	3.9	2.5	-7.6	-28.4	-0.1	-2.1	-8.5	15.5
CC(C(=O)c1ccccc1)[n+]1cccc(Br)c1 (stereo unspecified)	9.5	1.2	-0.5	-8.9	-7.1	-0.1	-1.5	15.3
COc1ccc2cc(CCNC(=O)c3cccc([N+](=O)[O-])c3)c(=O)[nH]c2c1	8.6	2.6	2.7	-21.5	12.3	-0.8	8.1	6.0
COc1ccc2nc3ccccc3nc2c1N	21.6	3.4	86.9*	70.5*	17.3	-0.9	-5.0	78.1*
COc1ccc(OC)c(C2C3=C(CCCC3=O)NC3=C2C(=O)CCC3)c1	5.0	-1.5	-20.3	-4.8	0.6	0.1	-6.0	-45.2
CCOC(=O)N1CCC(NC(=O)c2cc(S(=O)(=O)N(CC)CC)ccc2F)CC1	4.3	0.9	-5.9	-16.2	-1.4	-1.3	13.6	13.6
CCN(CC(=O)Nc1ccc(OC)cc1)C(=O)Cc1ccc(OC)c(S(=O)(=O)N2CCOCC2)c1	2.5	-0.1	-1.9	-8.3	2.6	0.1	1.6	9.7
CN(C)/C(CN1CCOCC1)=C1\N=C(c2ccccc2)OC1=O	-15.6	0.6	-23.4	-9.8	7.8	-0.8	5.0	11.3
COc1nnc(-c2ccc(C)c(S(=O)(=O)NC(C)(C)CO)c2)c2ccccc12	5.3	0.9	10.5	-6.3	12.7	-2.4	0.6	1.5
Cc1ccc(N(C)C(=O)c2cc(S(=O)(=O)N3CCCCC3)c[nH]2)cc1	2.8	-0.4	-0.6	-10.6	-3.0	-0.2	6.4	9.6
O=c1c2ccccc2nnn1CSc1nc2ccccc2c(=O)n1CCCO	-0.8	0.1	1.0	16.7	-1.7	-1.2	-33.4	25.4
CCNC(=O)c1cccc(NC(=O)c2cc(C3CC3)nc3c2cnn3C(C)C)c1	1.8	0.1	-7.0	19.9	4.1	-7.5	-12.5	-41.1

Screens (PubChem)
